OX1R FRET antag: antagonists of human orexin 1 receptor (OX1R) | inhibition, % at 6.6 µM | OX1R-expressing cells, FRET antagonist read-out | Orexin/Hypocretin receptor type 1 (Homo sapiens), O43613 | hit rate 1.8% among 330,000; in the data active = inhibition mostly above about 38%, no sharp cut-off; inactive = mostly below about 40%;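 also: 0% = agonist challenge alone and 100% = reference antagonist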
Target sequence (O43613 whole entry, looked up): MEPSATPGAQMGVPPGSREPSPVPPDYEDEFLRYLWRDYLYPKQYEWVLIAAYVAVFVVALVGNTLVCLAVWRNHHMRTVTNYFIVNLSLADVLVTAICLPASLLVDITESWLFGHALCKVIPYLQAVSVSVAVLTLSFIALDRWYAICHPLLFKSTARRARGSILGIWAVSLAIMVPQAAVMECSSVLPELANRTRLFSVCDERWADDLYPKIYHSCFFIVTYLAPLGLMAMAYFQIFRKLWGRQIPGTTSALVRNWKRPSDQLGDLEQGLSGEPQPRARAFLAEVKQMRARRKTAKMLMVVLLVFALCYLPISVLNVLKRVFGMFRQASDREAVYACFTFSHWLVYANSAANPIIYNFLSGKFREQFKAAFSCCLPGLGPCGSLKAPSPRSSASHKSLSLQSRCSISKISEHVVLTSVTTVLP
STK33 inh: inhibitors of purified STK33 kinase, primary screen, biochemical, ADP-Glo luminescence, homogeneous, cell-free; Serine/threonine-protein kinase 33 (Homo sapiens), Q9BYT3; MBP phosphorylation; inhibition, % at 10 µM; hit rate 0.073% among 320,000; AID 2661, 2010;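 active = inhibition at or above 25%, using the most active replicate where run in duplicate; inactive = inhibition below 25%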
Target sequence (Q9BYT3 whole entry, looked up): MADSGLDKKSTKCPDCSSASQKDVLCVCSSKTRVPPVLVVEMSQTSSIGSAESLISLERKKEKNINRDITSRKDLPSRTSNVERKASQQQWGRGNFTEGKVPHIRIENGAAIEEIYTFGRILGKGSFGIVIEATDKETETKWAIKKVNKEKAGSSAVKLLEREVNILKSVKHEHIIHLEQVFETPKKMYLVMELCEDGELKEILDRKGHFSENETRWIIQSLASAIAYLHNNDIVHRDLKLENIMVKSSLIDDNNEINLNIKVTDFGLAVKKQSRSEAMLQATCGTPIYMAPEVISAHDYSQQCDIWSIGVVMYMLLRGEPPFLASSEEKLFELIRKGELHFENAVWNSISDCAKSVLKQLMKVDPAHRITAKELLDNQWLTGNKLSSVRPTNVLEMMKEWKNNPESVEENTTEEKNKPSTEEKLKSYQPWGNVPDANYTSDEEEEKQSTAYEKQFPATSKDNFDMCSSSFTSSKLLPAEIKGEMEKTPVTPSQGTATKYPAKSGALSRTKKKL
Starred values were filed as active, the others as inactive; . = not tested or not shown.

cpd	Structure	OX1R FRET antag	STK33 inh
1	Cc1ccc(C)c(NC(=O)CSc2nnc3n2CCCCC3)c1	4	-1.1
2	Fc1ccc(C2CCCCN2Cc2nc(CC3CC3)no2)cc1 (stereo unspecified)	5	2.1
3	CC(C)c1nccn1S(=O)(=O)c1cccc([N+](=O)[O-])c1	22	-1.8
4	COC(CN1CCc2c(C)nc3c(C#N)cnn3c21)OC	16	-0.3
5	COc1cccc2sc(N(CCN(C)C)C(=O)c3ccc4c(c3)CCCC4)nc12	37	-0.5
6	Cc1ccc(C)c(S(=O)(=O)N2CCN(C(=O)CNC(=O)c3ccc4ccccc4c3)CC2)c1	7	-1.3
7	Cc1cc2cc(CN(Cc3cccs3)S(=O)(=O)c3ccc4c(c3)OCCO4)c(=O)[nH]c2cc1C	4	1.4
8	COc1ccccc1NC(=O)COC(=O)CN1C(=O)C(=O)c2ccccc21	34	1.2
9	CCN(CC(=O)Nc1c(F)cccc1F)C(=O)c1cc([N+](=O)[O-])ccc1N1CCCCC1	25	-1.0
10	COC(=O)c1[nH]c2ccccc2c1NC(=O)CN1CCCc2ccccc21	22	0.0
11	Cc1c(OCC(=O)N[C@H](C(=O)O)c2ccccc2)ccc2c3c(c(=O)oc12)CCCC3	9	-1.0
12	O=C(COC(=O)Cc1ccccc1[N+](=O)[O-])NCc1ccccc1Cl	8	-1.3
13	CCCCn1c(N)c(N(CCC(C)C)C(=O)c2ccc(C)c(S(=O)(=O)N3CCOCC3)c2)c(=O)[nH]c1=O	8	0.5
14	CC1(C)Cc2ccccc2-c2nnc(-c3cccnc3)n21	11	-2.6
15	Cn1cc(SCC(=O)N2CCN(c3ccccc3)CC2)c2ccccc21	14	-0.1
16	CCn1nc(C(=O)Nc2ccc(N3CCOCC3)cc2)c2ccccc2c1=O	9	-0.8
17	Cc1ccc(C(=O)COC(=O)CCCC(=O)Nc2cc(C(F)(F)F)ccc2Cl)cc1C	17	-1.0
18	Cc1csc(SCC(=O)NCCc2ccc(Cl)cc2Cl)n1	30	-1.0
19	CCc1cccc(NC(=S)N(CCOC)C(C)c2ccco2)c1 (stereo unspecified)	-1	6.7
20	CCOc1cc(S(=O)(=O)n2nc(C)cc2C)ccc1Br	6	-1.3
21	CCCCOc1cccc(C(=O)O)c1	1	-4.0
22	Cc1cc(N(CC(=O)NC2CC2)S(C)(=O)=O)ccc1Br	12	0.0
23	CCOc1ccc(CN(C)CC(=O)Nc2ccc([N+](=O)[O-])cc2Cl)cc1	13	0.3
24	O=C(COC(=O)C1CCCO1)Nc1cccc(C(F)(F)F)c1 (stereo unspecified)	25	-1.6
25	CCCN(CC(=O)Nc1ccc(F)c(F)c1F)CC(=O)Nc1c(Cl)cccc1Cl	10	-1.8

Retrieved by structure from the list above:
cpd	Structure	OX1R FRET antag	STK33 inh
22	Cc1cc(N(CC(=O)NC2CC2)S(C)(=O)=O)ccc1Br	12	0.0
25	CCCN(CC(=O)Nc1ccc(F)c(F)c1F)CC(=O)Nc1c(Cl)cccc1Cl	10	-1.8

Other records
cpd	Structure	OX1R FRET antag	STK33 inh
26	O=C(/C=C/c1cccs1)Nc1cccnc1	11	0.8
27	COc1ccc(OC)c2sc(NC(=O)c3ccc(Cl)s3)nc12	8	0.1
28	COc1ccc2cc(-c3cccnc3)ncc2c1	5	4.0
29	O=C1c2ccc([N+](=O)[O-])cc2C(=O)N1c1ccc([N+](=O)[O-])cn1	95*	3.7
30	CC1CCC(NC(=O)CCS(=O)(=O)c2ccc3c(c2)oc(=O)n3C)CC1 (stereo unspecified)	2	0.1
31	Cc1cc(C)n(C(=O)CCNC(=O)c2ccccc2Br)n1	1	-0.7
32	Cc1cc2cc(CCNC(=O)C(=O)c3c[nH]c4ccccc34)c(=O)[nH]c2cc1C	65*	-0.9
33	CCCc1nc(SCC(=O)N2CCc3ccccc32)c2c(C)c(C)sc2n1	16	-0.9
34	Nc1ccc(C(=O)NCC(=O)O)cc1	-2	0.6
35	Cc1csc(Nc2ccc(Cl)cc2)[n+]1-c1ccc(Cl)cc1	13	-1.8
36	COc1cccc(OCC(O)CNC2CCCC2)c1 (stereo unspecified)	22	-1.5
37	Cc1cc(C)nc(SCC(=O)Nc2ncc(Cc3cccc(Cl)c3)s2)n1	29	-0.8
38	S=C(Nc1ccc(N2CCOCC2)cc1)Nc1ccc2snnc2c1	22	-0.2
39	CCc1nc(SCC(=O)N2CCN(C(=O)c3ccco3)CC2)c2c3c(sc2n1)CCCC3	19	-1.1
40	O=C(CN1CCN(C(=O)C2CCCO2)CC1)Nc1ccc(F)cc1 (stereo unspecified)	12	-1.5
41	O=C(NCc1ccncc1)C(=O)NCC1OCCCN1S(=O)(=O)c1cc(F)ccc1F (stereo unspecified)	1	0.7
42	O=C(Nc1cccc(Cl)c1)N(Cc1nc2ccccc2c(=O)[nH]1)Cc1cccs1	15	-1.4
43	C#CCCOC(=O)N1C2=NC(C(=O)OC)=C(C(=O)OC)[C@@H]3N(C)c4ccccc4[C@]23C[C@H]1CO	10	-0.1
44	CCOC(=O)C1CCN(C(=O)COc2ccc(Br)cc2Br)CC1	16	-2.1
45	CCCCN(C(=O)CSCC(=O)Nc1ccc(C)cc1)c1c(N)n(Cc2ccccc2)c(=O)[nH]c1=O	37	-0.3
46	O=C(c1ccc(S(=O)(=O)NCc2ccco2)cc1)N1CCN(c2ccccc2)CC1	12	-0.6
47	Cc1cccc(-n2nnnc2SCC(=O)N(CC(C)C)c2c(N)n(CC(C)C)c(=O)[nH]c2=O)c1	-1	-0.4
48	COc1ccccc1-n1cnc2cc(C(=O)NCc3ccco3)ccc21	21	.
49	CCNC(=O)c1sc2cc(C)ccc2c1Cl	14	0.0
50	C=CCn1nc2n(c1=O)-c1ccccc1SC2	6	-1.4
51	[O-][n+]1onc2c1CCc1[nH]c(-c3ccccc3)nc1-2	28	-0.3
52	O=C(O)c1ccc(Nc2nc(-c3cccnc3)cs2)cc1O	18	9.2
53	Nc1c(C(=O)Nc2ccccc2)sc2ncc([N+](=O)[O-])cc12	35	-0.7
54	CC(C)OCCCn1c(=S)[nH]c2ccc(N3CCOCC3)cc2c1=O	26	0.2
55	COc1ccc(C(=O)C2CCN(C(=O)c3ccc(C)cc3)CC2)cc1	22	-0.9
56	Cc1ccc(Nc2ccc(C(=O)O)cc2[N+](=O)[O-])cc1	3	-1.1
57	O=C(CN1CCN(c2nc(-c3ccccc3)cs2)CC1)NNC(=O)c1ccc(Br)cc1	12	0.0
58	Cc1cc(NC(=O)CCC(=O)N(c2ccc(F)cc2)C(C(=O)NC2CCCC2)c2ccncc2)no1 (stereo unspecified)	17	-1.0
59	COC(=O)CSc1nnc(NC(=O)c2ccc3c(c2)OCO3)s1	6	-0.4
60	CC1=C(C(=O)OC(C)C)C(c2cccs2)N2C(=O)C(C)SC2=N1 (stereo unspecified)	24	-0.6
61	Cn1c(COc2ccc(Cl)cc2)nnc1SCC(=O)NC1CCCCC1	3	-1.8
62	O=S(=O)(Nc1cccc(S(=O)(=O)N2CCCCC2)c1)c1ccccc1F	2	-1.8
63	COC(=O)CSc1nc2nc(C)c(Br)cc2[nH]1	14	-0.7
64	Cc1noc(C)c1NC(=O)N(C)C[C@H]1Oc2c(NC(=O)Cc3ccccc3)cccc2C(=O)N([C@H](C)CO)C[C@@H]1C	-3	-1.1
65	Cc1ccc(C(=O)N[C@H](C(=O)OCC(=O)c2ccc[nH]2)C(C)C)cc1	-1	-0.4
66	CCOC(=O)c1nnsc1-c1ccc(-c2snnc2C(=O)OCC)cc1	0	-2.2
67	COc1ccc2c3n([n+]([O-])c2c1)CCN=C3c1ccc(C)cc1	18	0.5
68	CCOC(=O)C1C(=O)NC(c2ccccc2)=NC1c1cccc(Br)c1 (stereo unspecified)	7	-0.2
69	O=C(CN1CCN(S(=O)(=O)c2ccccc2)CC1)Nc1ccccc1Cl	8	-1.1
70	Cc1ccc(/C=N/NC(=O)Cn2nc(C)c(Br)c2C)o1	21	-0.8
71	N#Cc1c(N)c(C(=O)c2ccccc2)n2c1CCC2	13	1.5
72	Clc1nccnc1N/N=C/c1ccc(Br)cc1	20	2.8
73	CCOC(=O)c1cc(C)nc(SC)c1C#N	11	6.2
74	COCc1cc(C)nc(SC)c1C#N	10	0.5
75	C#Cc1ccc([C@H]2C=C(C(=O)OCC=C)O[C@@H](OCCCCO)C2)cc1	14	0.4

More structures.
cpd	Structure	OX1R FRET antag	STK33 inh
76	COCCCNCCOc1ccc(C(C)(C)c2ccccc2)cc1	-1	-0.8
77	O=C(NCCCN1CCCC1=O)c1c(O)nc2sccn2c1=O	22	-0.9
78	COc1ccc(CCNC(=O)C23CCC(C)(C(=O)C2Br)C3(C)C)cc1OC (stereo unspecified)	17	0.4
79	COc1cccc(OCc2nc(-c3ccc(Br)o3)no2)c1	17	0.3
80	O=C(Nc1cccc(C(F)(F)F)c1)c1cc(-c2cccs2)on1	11	-0.4
81	O=C(Cc1sc(Nc2ccccc2)nc1-c1ccccc1)NCc1ccccn1	25	0.2
82	COc1cccc(OCCCN2CCCCC2)c1	4	-0.9
83	COc1cc(NC(=S)Nc2cccnc2)cc(OC)c1OC	5	-0.4
84	CC(C)(C)OC(=O)NC(CCNC=C1C(=O)OC(C)(C)OC1=O)C(=O)O (stereo unspecified)	5	-0.5
85	O=C(Nc1cccc(-c2nn[nH]n2)c1)c1cccs1	4	16
86	CCc1cc(C(=O)COc2ccccc2F)c(O)cc1O	10	2.5
87	S=C(N/N=C/c1ccc2ncccc2c1)Nc1ccccc1	4	0.8
88	Cn1/c(=N/N=C/c2ccc(N3CCOCC3)cc2)sc2ccccc21	57	-0.6
89	Cc1ccc2c(CC(=O)Nc3ccc(F)c(S(=O)(=O)N4CCOCC4)c3)coc2c1	13	-0.4
90	O=C(Nc1ccccc1)c1cccnc1NCCc1ccccc1	24	-1.2
91	COC(=O)c1sc2nc(CN3CCN(c4cccc(C(F)(F)F)c4)CC3)[nH]c(=O)c2c1C	6	-1.8
92	O=C(COC(=O)CSc1ccccc1)Nc1ccc(F)cc1F	14	-1.5
93	CC(C)Oc1ccc(N2CC(C(=O)Nc3ccccc3C(=O)NC3CC3)CC2=O)cc1 (stereo unspecified)	22	0.3
94	Cn1cc(Br)c(C(=O)N2CCN(c3cccc(Cl)c3)CC2)n1	3	-0.5
95	Cc1cc(N2CCOCC2)nc2ccc(NC(=S)NCCN(C)C)cc12	28	-0.4
96	COCCN(CCOC)C(=O)c1ccc(CSc2nc3ccccc3s2)cc1	18	-0.9
97	Cc1ccc2nc(NCc3ccccc3)c(C#N)cc2c1	22	0.9
98	COc1cccc(CC(=O)OCC(=O)NC(Cc2ccccc2)C(C)=O)c1 (stereo unspecified)	1	-1.5
99	O=C(CN1C(=O)C2C3CCC(C3)C2C1=O)OCC(=O)c1cccc([N+](=O)[O-])c1 (stereo unspecified)	35	-1.7
100	Cc1csc(NC(=O)C2CCC(C)(C(=O)O)C2(C)C)n1 (stereo unspecified)	8	-0.3
101	O=C(NCCC1CC1(Cl)Cl)Nc1ccccc1 (stereo unspecified)	2	-1.8
102	O=C(CN(C1CC1)S(=O)(=O)c1ccc(S(=O)(=O)N2CCCCCC2)cc1)Nc1ccccc1	18	-0.2
103	Cc1[nH]c2ccccc2c1SCCN	22	0.0
104	Cc1oc2cc(O)ccc2c(=O)c1Oc1ccc2ccccc2c1	18	-1.8
105	C=CCN(c1ccc(C(=O)NCCN2CCOCC2)cc1)S(C)(=O)=O	9	-2.3
106	Cc1ccc(OCCCn2ccnc2)c([N+](=O)[O-])c1	14	0.2
107	O=S(=O)(/C=C/c1ccccc1)Nc1ccc2c(c1)OCO2	10	0.8
108	COCCn1ccc2c(OCC(=O)Nc3cccc(NC(C)=O)c3)cccc2c1=O	19	.
109	CN(C)C1=NC[C@H](Cc2ccccc2)N1CCC1CCCC1	20	0.9
110	COc1cc([N+](=O)[O-])ccc1NC(=O)N1CCCCCC1	13	0.1
111	O=C(Cn1cnc2ccccc2c1=O)Nc1cccc(-c2nnc3n2CCCCC3)c1	3	0.0
112	CC(C)CN1CCN(Cc2cccn2-c2ccccn2)CC1CCO (stereo unspecified)	0	-1.8
113	O=C(CSc1nc(-c2ccccc2)c(-c2ccccc2)o1)Nc1nncs1	21	-1.1
114	COc1cc(C2C3=C(CC(C)(C)CC3=O)Nc3c2c(=O)[nH]c(=O)n3Cc2ccccc2)ccc1O (stereo unspecified)	8	.
115	CC(=O)c1ccccc1Oc1cc(NN2CCCCC2)c([N+](=O)[O-])cc1[N+](=O)[O-]	27	-0.3
116	COc1ccc(N2CCN(c3oc(-c4ccc(OC)c(OC)c4)nc3C#N)CC2)cc1	19	0.0
117	COc1ccc(C2C(C#N)=C(N)N(c3ccccc3C#N)C3=C2C(=O)CCC3)cc1CN1CCCC1 (stereo unspecified)	15	11
118	CC(NC(=O)Cc1ccc(S(=O)(=O)N2CCOCC2)s1)c1ccc(Cl)cc1Cl (stereo unspecified)	2	-1.0
119	Cc1nn(CC(=O)NCCc2ccc(Cl)cc2Cl)c(C)c1[N+](=O)[O-]	21	-1.4
120	O=S(=O)(NCCc1ccccn1)c1ccc(-c2ccccn2)s1	7	-0.3
121	CCC(CC)N1CCN(Cc2nc3ccc([N+](=O)[O-])cc3c(=O)n2-c2ccccc2F)CC1	21	-0.2

Whole records, looked up by structure. Order of screens: OX1R FRET antag, STK33 inh
Shown for `O=C(Cn1cnc2ccccc2c1=O)Nc1cccc(-c2nnc3n2CCCCC3)c1` → 3, 0.0
Shown for `O=C(CSc1nc(-c2ccccc2)c(-c2ccccc2)o1)Nc1nncs1` → 21, -1.1
Shown for `COc1ccc(N2CCN(c3oc(-c4ccc(OC)c(OC)c4)nc3C#N)CC2)cc1` → 19, 0.0
Shown for `COc1cc(C2C3=C(CC(C)(C)CC3=O)Nc3c2c(=O)[nH]c(=O)n3Cc2ccccc2)ccc1O` (stereo unspecified) → 8, .
Shown for `O=C(CN(C1CC1)S(=O)(=O)c1ccc(S(=O)(=O)N2CCCCCC2)cc1)Nc1ccccc1` → 18, -0.2

Compounds as they come; overall some 1.8% were active at least once.
